V1aR counter: counter-screen for oxytocin receptor agonists: human V1a receptor agonists; 320,000 tested, 0.25% active; AID 2797; activation, % at 3 µM; CHO-V1R cells, Fluo-8 calcium fluorescence, agonist mode; 0% DMSO, 100% 3 nM vasopressin; P37288;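 active means activation above the mean activation of all tested compounds plus 3 SD, per screening run, cut at about 20% in these data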;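 further: signal is peak over basal fluorescence ratio across a 100 second FLIPR read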
Target sequence (P37288 whole entry, looked up): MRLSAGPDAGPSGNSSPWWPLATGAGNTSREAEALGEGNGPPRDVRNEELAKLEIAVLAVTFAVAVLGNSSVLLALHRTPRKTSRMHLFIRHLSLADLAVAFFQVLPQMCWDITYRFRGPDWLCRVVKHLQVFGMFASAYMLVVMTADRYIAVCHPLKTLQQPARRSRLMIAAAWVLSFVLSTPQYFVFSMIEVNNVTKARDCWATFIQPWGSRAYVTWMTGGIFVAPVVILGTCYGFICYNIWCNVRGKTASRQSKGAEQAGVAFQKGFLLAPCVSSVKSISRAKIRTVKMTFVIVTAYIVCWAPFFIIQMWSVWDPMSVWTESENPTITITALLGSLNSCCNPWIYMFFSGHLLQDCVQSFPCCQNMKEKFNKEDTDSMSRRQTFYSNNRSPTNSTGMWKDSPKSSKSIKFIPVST
OXTR agonist: human OXTR agonism; CHO-OTR cells, Fluo-8 calcium fluorescence; normalized: DMSO 0%, oxytocin 100%; AID 2435; 320,000 tested, 0.32% active; activation, % at 3 µM;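 active means activation above the mean of all tested compounds plus 3 SD, cutoff set per screening run, cut at about 20% in these data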;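 further: peak over basal fluorescence ratio from a 100 s FLIPR kinetic read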
IMP-1 inhibitor: inhibitors of Pseudomonas aeruginosa IMP-1 metallo-beta-lactamase; purified IMP-1, nitrocefin hydrolysis, epi-absorbance fluorescence; inhibition, % at 5.6 µM; 290,000 tested, 0.45% active;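 active means inhibition above the mean plus 3 SD of all compounds in the same screening run, cut at about 4.5% in these data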;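 further: 0% = IMP-1 with DMSO and 100% = DMSO wells lacking enzyme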
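System: Purified recombinant IMP-1 metallo-beta-lactamase enzyme | Measured by: Fluorescence quenching readout, ex 480/em 530 nm | Replication: Singlicate | Incubation: 15 min preincubation plus 25 min reaction at 25 °C | Evaluation: Percent inhibition from optical density relative to buffer-blank wells | Benchmarks: DMSO with and without IMP-1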
DNA FID counter: displaces DNA intercalator in HCV helicase counter-screen; DNA fluorescent intercalator displacement, fluorescence; inhibition, % at 7.9 µM; 290,000 tested, 0.17% active; AID 1845; in the data active means inhibition above about 37%;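 further: 0% = vehicle and 100% = reference compound; higher means more ethidium bromide displaced from hairpin DNA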
GPR7 antag: blocks human GPR7 receptor signaling; P48145; 290,000 tested, 1.1% active; GPR7-expressing cells, fluorescence antagonist assay; AID 1861; inhibition, % at 4.4 µM; in the data active means inhibition above about 16%, passing the limit was not always enough;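 further: cells stimulated with the agonist NPW; 0% = agonist with vehicle and 100% = vehicle without agonist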
Target sequence (P48145 whole entry, looked up): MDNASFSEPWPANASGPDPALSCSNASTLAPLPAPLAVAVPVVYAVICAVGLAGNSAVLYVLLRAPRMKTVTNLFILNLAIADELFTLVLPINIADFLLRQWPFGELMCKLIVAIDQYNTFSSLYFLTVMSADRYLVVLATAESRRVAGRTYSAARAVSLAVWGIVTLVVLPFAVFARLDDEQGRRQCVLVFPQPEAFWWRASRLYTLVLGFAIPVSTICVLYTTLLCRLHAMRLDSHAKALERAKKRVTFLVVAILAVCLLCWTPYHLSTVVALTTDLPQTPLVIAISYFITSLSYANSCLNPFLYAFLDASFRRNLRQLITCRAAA
VIM-2 inh: blocks Pseudomonas aeruginosa VIM-2 metallo-beta-lactamase | purified VIM-2, nitrocefin hydrolysis, epi-absorbance fluorescence | inhibition, % at 5.6 µM | 290,000 tested, 0.89% active | AID 1527;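 active means inhibition above the mean of all tested compounds plus 3 SD, cutoff set per screening run, cut at about 7.5% in these data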;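 further: red hydrolysis product quenches plate fluorescence so inhibitors raise well fluorescence; 0% = enzyme with DMSO and 100% = DMSO without enzyme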
PHOSPHO1 inh: inhibitors of human PHOSPHO1 phosphatase; inhibition, % at 13.3 µM; recombinant PHOSPHO1, absorbance phosphatase assay; 290,000 tested, 1.1% active; AID 1565; Q8TCT1; in the data active means inhibition above about 60%
Target sequence (Q8TCT1 whole entry, looked up): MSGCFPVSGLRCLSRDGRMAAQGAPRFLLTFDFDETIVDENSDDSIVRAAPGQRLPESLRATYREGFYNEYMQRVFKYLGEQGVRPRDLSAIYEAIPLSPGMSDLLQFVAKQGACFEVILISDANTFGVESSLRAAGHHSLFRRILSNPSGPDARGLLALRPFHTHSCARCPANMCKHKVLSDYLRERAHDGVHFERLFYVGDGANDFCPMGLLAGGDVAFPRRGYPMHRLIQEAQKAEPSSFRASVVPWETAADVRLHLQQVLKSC
GalR3 antagonist: human GalR3 antagonism. O60755. HEK293 GalR3-CNG cAMP membrane potential fluorescence; galR3 body fused to GalR1 C-terminus. inhibition, % at 3 µM. 360,000 tested, 0.44% active;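 active means inhibition above the screen-wide average plus 3 SD, cut at about 13% in these data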;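 further: forskolin and galanin both at EC90 stimulate the cells; cAMP rise reported by CNG channel membrane potential dye signal; 0% = forskolin plus galanin with DMSO and 100% = forskolin alone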
HCV NS3 hel inh: HCV NS3 helicase inhibition | NS3 helicase DNA unwinding, Cy5 molecular beacon fluorescence | inhibition, % at 10.9 µM | 290,000 tested, 0.56% active;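 active means inhibition above the mean of all tested compounds plus 3 SD, set per campaign, cut at about 35% in these data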;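 further: 0% = DMSO wells and 100% = thioflavine S control wells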
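Control set: DMSO versus 110 µM thioflavine S; Material: NS3 helicase fragment of HCV; Measured by: Cy5 fluorescence at 0 and 60 min, beacon hairpin quenching; Read-out basis: percent inhibition from t60/t0 fluorescence ratio; Times: reaction time 60 min, 25 °C; Repeats: single replicate; Compound dosing: single dose, 10.9 µM nominal final, DMSO 0.8% final.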
The depositor's hits bear a star; . = not tested or not shown. Compounds as they come, and some 4.3% of all compounds hit somewhere here.

item	SMILES	V1aR counter	OXTR agonist	IMP-1 inhibitor	DNA FID counter	GPR7 antag	VIM-2 inh	PHOSPHO1 inh	GalR3 antagonist	HCV NS3 hel inh
1	CCOC(=O)N1CCN(C(=O)CNC(=O)Cn2cnc3ccccc3c2=O)CC1	1.1	0.7	-2.1	-4.3	-3.9	-0.9	-7.3	-5.8	22.9
2	CN(C)c1nc(=Nc2cccc(Cl)c2)ss1	-0.1	-0.8	-4.0	9.1	-8.6	-4.4	-163.1	-11.0	-4.5
3	COc1cc(/C=c2\sc3nc(=O)c(-c4ccccc4)nn3c2=O)ccc1OCCC(C)C	0.4	0.6	-1.2	-35.5	-7.9	-0.6	18.2	-11.3	31.6
4	COc1ccc(S(=O)(=O)N/N=C(/C)c2ccncc2)cc1	0.7	0.2	-3.6	0.1	-6.5	-3.0	28.7	-2.1	-1.4
5	COc1ccc(OC)c(-c2nc3c(C)n[nH]c(=O)c3[nH]2)c1	-1.2	-1.9	-3.8	-4.1	-4.9	-2.5	9.7	-3.4	-3.4
6	COc1cc(C(=O)c2ccccc2)c([N+](=O)[O-])cc1OC	0.2	-2.6	-2.6	-1.4	-21.0	-1.1	7.8	-6.0	1.3
7	C#CCSc1nnc(-c2ccc(C)cc2)o1	-0.1	-0.3	1.4	-3.2	-2.8	-3.0	1.1	-8.9	-0.2
8	CCOc1cccc2cc(C(=O)Nc3nccs3)c(=O)oc12	-0.4	0.0	-3.0	3.5	-6.4	-4.3	12.9	11.5	4.6
9	CCOc1cccc(-c2nnc3sc(C4CCCCC4)nn23)c1	-1.2	-1.2	-1.5	-7.6	-10.4	-0.4	58.6	-4.6	-9.1
10	COC(=O)c1c(NC(=O)CC2SCC(C(=O)OC)NC2=O)sc2c1CCCC2 (stereo unspecified)	0.8	2.5	-1.4	-38.2	1.3	5.0	16.8	-5.6	-9.0
11	Cc1c(C2C(C#N)=C(N)N(c3ccccc3C#N)C3=C2C(=O)CCC3)cnn1C (stereo unspecified)	0.4	0.7	-2.8	-4.7	1.6	-4.1	-0.5	-2.7	-0.9
12	COc1ccc(NC(=O)CCNS(=O)(=O)c2ccc(Br)s2)cc1	3.5	0.4	-4.1	-6.3	3.9	-2.1	56.4	-3.7	5.2

Later entries:
item	SMILES	V1aR counter	OXTR agonist	IMP-1 inhibitor	DNA FID counter	GPR7 antag	VIM-2 inh	PHOSPHO1 inh	GalR3 antagonist	HCV NS3 hel inh
13	Cn1c(N)c(C(=O)COC(=O)C2CCCCC2)c(=O)n(C)c1=O	1.3	0.9	-3.0	-9.6	-12.0	-4.3	-6.8	-6.8	-0.6
14	Cc1ccc(C)n1NC(=O)c1ccccc1[N+](=O)[O-]	-0.5	-0.6	-2.0	3.9	-4.0	-1.3	39.4	-0.6	20.1
15	Cc1ccc(-c2ccc(=O)n(CC(=O)NCC3COCCO3)n2)cc1 (stereo unspecified)	-0.1	-0.4	-2.2	-7.5	-1.0	-2.8	0.4	-11.2	7.4
16	CC(C)c1ccc(S(=O)(=O)N2CCN(C(=O)CN3C(=O)NC4(CCCC4)C3=O)CC2)cc1	-0.3	-0.7	-1.6	-30.9	-9.4	1.3	.	1.8	-8.5
17	CC(=O)NC1C(=O)N(CCc2ccccc2)c2ccc(Br)cc21 (stereo unspecified)	.	.	-0.4	-6.5	22.4	-2.0	24.6	-6.5	-4.1
18	COc1ccc(-c2cc(C(=O)OCc3ccccn3)c3ccccc3n2)cc1	1.2	-0.8	0.2	-7.2	1.6	-0.8	22.0	-5.1	-21.3
19	CCCCCC(=O)Nc1cccc(C2=NOC3(C2)C[C@@H](C(N)=O)N(C(=O)c2ccc(OC)cc2)C3)c1 (stereo partly specified)	0.4	-0.8	.	.	.	.	30.9	-2.6	.
20	COc1ccc(Cn2c(C)c(C)c(C#N)c2NC(=O)Nc2ccc(F)cc2)cc1	3.6	3.7	-1.6	-3.7	-4.3	1.0	-4.1	-4.7	9.7
21	C#CCn1c(-c2cccs2)nc2ccccc21	-1.1	-1.2	0.1	-12.1	-7.4	-0.9	3.4	-1.4	1.3
22	CCCCC(=O)Oc1c(S(=O)(=O)c2ccc(C)cc2)c(C)nn1C(C)(C)C	11.9	2.2	-3.2	-30.9	-5.4	-0.2	-1.4	-5.9	7.8
23	O=C(NC1CCCC1)C(c1ccccc1)N(C(=O)c1csnn1)c1ccccc1F (stereo unspecified)	0.1	-1.5	-2.0	-26.4	-2.0	-2.3	13.0	4.3	0.5
24	CCOc1ccc(N(CC)S(=O)(=O)c2ccc3c(c2)n(C)c(=O)c(=O)n3C)cc1	-0.3	-0.1	-2.2	4.2	-1.1	2.9	2.1	2.5	-3.5

(list continues)
item	SMILES	V1aR counter	OXTR agonist	IMP-1 inhibitor	DNA FID counter	GPR7 antag	VIM-2 inh	PHOSPHO1 inh	GalR3 antagonist	HCV NS3 hel inh
25	Cc1cc(C)n(-c2nnc(C)n2/N=C/c2ccc(O)cc2)n1	1.5	2.8	-1.7	4.8	-1.5	-0.5	-38.4	2.5	0.5
26	N=c1c(C(=O)NCc2ccc(F)cc2)cc2c(=O)n3ccccc3nc2n1Cc1cccnc1	-1.4	-1.8	-4.2	6.3	-1.4	6.8	17.9	-3.5	-0.4
27	CS(=O)(=O)N(CC(=O)Nc1cccc([N+](=O)[O-])c1)c1ccccc1	0.4	2.1	-2.3	5.4	8.8	-3.3	39.4	-0.8	2.1
28	CC1CCCN(C(=O)C2CCN(c3ncnc4c3nc3n4CCCCC3)CC2)C1 (stereo unspecified)	4.0	-0.9	-2.2	-50.1	-12.0	-2.5	47.5	-8.0	-4.0
29	C/C(=C1/SC(N2CCOCC2)=NC1=O)c1ccc(Cl)cc1	-0.5	0.3	-4.1	-6.0	1.1	-2.6	-19.3	-0.1	6.7
30	CN(C)Cc1c(O)ccc2c(=O)c(-c3ccccc3Cl)coc12	1.2	-0.1	-1.0	-0.5	-10.4	-1.3	.	-5.7	2.4
31	O=c1[nH]c(SCc2ccc(Cl)cc2)nc2ccccc12	-0.8	-1.8	-0.7	-5.0	-13.7	-1.6	-20.2	5.5	7.7
32	O=C(CCC(=O)N(CC(=O)NC1CCCCC1)Cc1cccs1)Nc1nccs1	-0.3	0.8	-1.7	-9.4	-3.0	-3.0	14.9	-5.2	-2.6
33	CC1CCc2c(sc(NC(=O)C(=O)NCc3ccco3)c2C#N)C1 (stereo unspecified)	0.0	-1.1	-2.8	-12.1	8.1	-3.3	22.6	-4.7	-1.9
34	Cc1noc(NS(=O)(=O)c2ccc(N/C=C/C(=O)c3ccccc3)cc2)c1C	0.5	0.3	-6.3	-25.8	2.9	-4.1	12.5	-5.6	7.4
35	CCC(COC)NC(=O)CCc1nnc(Cc2c[nH]c3ccccc23)o1 (stereo unspecified)	0.4	0.5	-0.1	-5.0	-15.4	0.5	13.8	-3.8	-2.2
36	COc1ccc(OC)c(NC(=O)c2ccc(Cl)cc2)c1	-0.7	-2.6	-2.6	-10.1	-6.5	-1.8	36.7	-5.1	-0.3

Other results follow.
item	SMILES	V1aR counter	OXTR agonist	IMP-1 inhibitor	DNA FID counter	GPR7 antag	VIM-2 inh	PHOSPHO1 inh	GalR3 antagonist	HCV NS3 hel inh
37	Cc1nc(N2CCOCC2)c2c(C)c(C(=O)Nc3ccc(C(F)(F)F)cc3)sc2n1	4.6	1.8	0.7	-8.5	-4.0	-2.2	-31.1	-4.6	-1.1
38	Cn1cc(/C=N/n2cnc3scc(-c4ccc(Cl)cc4)c3c2=O)c2ccccc21	0.7	-0.6	-1.1	-2.9	19.8	1.1	15.9	-2.0	-4.7
39	COc1c(Cl)cc(-c2noc(C)c2C(=O)NCc2ccc3c(c2)OCO3)cc1Cl	0.0	-0.3	-0.6	-3.0	-8.8	-1.4	-18.5	-3.5	8.8
40	CSc1cc(-c2ccc(Cl)cc2)c(C(=O)NN)s1	-0.8	-1.3	-1.7	-10.0	6.7	-5.0	44.0	-5.8	2.5
41	Nc1cc(N)nc(SCC(=O)Nc2ccc(Br)cc2Cl)n1	5.9	5.8	.	.	.	.	56.8	-0.7	.
42	Cc1nn(C(C)C(=O)Nc2sc3c(c2C#N)CCCC3)c(C)c1[N+](=O)[O-] (stereo unspecified)	5.2	6.3	-1.1	-2.6	-6.0	-0.6	35.4	-4.5	-7.1
43	O=[N+]([O-])c1ccc(-[n+]2nc(-c3ccccc3)nn2-c2ccccc2)cc1	0.6	0.4	-4.2	8.3	-9.5	-3.3	-12.2	-13.0	3.9
44	NC(=S)NC(=O)c1ccccc1	0.8	-0.1	-1.8	0.7	-8.9	-0.9	47.4	-7.2	-0.9
45	O=C(CCNC(=O)C1CCN(S(=O)(=O)c2ccc(F)cc2)CC1)NC1CC1	1.1	1.2	-1.9	-9.4	4.1	-1.7	23.5	-9.6	-1.8
46	N/C(=N\OC(=O)CCn1cccc(C(F)(F)F)c1=O)c1ccc(Cl)cc1	4.6	3.7	-1.8	-14.9	-10.8	-2.4	23.1	-2.8	4.8
47	COc1ccc(CN(CC2CCCO2)C(=O)CN2C(=O)COc3ccccc32)cc1OC (stereo unspecified)	0.5	-1.6	-1.0	-28.9	-9.2	-3.3	-35.3	-2.3	0.4
48	CCC(C)c1ccc(C2C3=C(Nc4nc(N)[nH]c(=O)c42)c2ccccc2C3=O)cc1 (stereo unspecified)	0.0	-0.2	-1.7	95.9*	-15.0	-3.7	50.8	-8.8	-53.3

More records follow.
item	SMILES	V1aR counter	OXTR agonist	IMP-1 inhibitor	DNA FID counter	GPR7 antag	VIM-2 inh	PHOSPHO1 inh	GalR3 antagonist	HCV NS3 hel inh
49	O=C(CCCCCNC(=O)c1ccccc1)N/N=C/c1ccco1	0.4	0.6	-2.7	5.3	-4.7	-0.5	15.9	0.6	3.6
50	O=C(CN1CCN(C(c2ccccc2)c2ccccc2)CC1)N1CCN(c2ccccc2)CC1	-0.8	-2.6	-0.8	-4.7	-5.9	-1.5	-30.4	-8.4	-24.2
51	CCOc1ccccc1NC(=O)CSc1nc2ccccc2nc1N1CCCC1	-0.4	-2.0	-2.2	-29.9	7.2	-4.5	25.4	.	-15.1
52	Cc1c(C(=O)NC2CCCCC2C)oc2ccccc12 (stereo unspecified)	2.3	-1.3	-2.4	-35.4	-8.2	-2.0	25.0	-0.7	-2.3
53	CN(C)/C=N/c1nc2nccc(-c3cccs3)n2n1	-0.2	-1.4	-2.3	-1.0	-4.8	4.2	53.0	12.6*	-3.3
54	CCn1c(SCC(=O)Nc2ccc(N(C)C)cc2)nnc1C1CC1	0.0	-0.2	-3.8	-9.9	-10.3	-5.2	39.9	-10.3	-1.0
55	CC1(C(=O)O)CCC(C(=O)Nc2ccccc2)C1(C)C (stereo unspecified)	0.1	0.4	-4.3	-3.5	-3.9	-0.5	-24.4	-4.3	-3.3

Source: PubChem BioAssay
